AMA1-RON2 inh = AMA1-RON2 (P. falciparum) interaction inhibition; AlphaScreen AMA1-biotinylated RON2 peptide binding; Potency, µM (doses to about 58.2 µM), for inactives: top-dose activity change, negative = inhibition, most hits filed as inhibitors; hit rate 0.2% among 360,000; AID 720542; active means well fitted inhibition curve with a large enough effect; inconclusive means small, poorly fitted or top-dose-only effect; inactive means no such curve, though single readings can be large or run the other way;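 further: potency means the concentration at half of the fitted maximal effect; 0% = vehicle wells and -100% = peptide control; nearly all actives have a fitted effect of over 45% in size; some results filed as inactive show a strong effect at the top dose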
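AMA1 (3D7) with his tag at 25 nM final met compounds first, then biotinylated RON2 peptide at 25 nM; detection used donor plus acceptor beads, 10 µg/mL apiece, read by AlphaScreen after 30 min at room temperature.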
HCMV inh = inhibitors of human cytomegalovirus; HFF cells, HCMV-luciferase reporter, 72 h; stronger effect = lower value; hit rate 4.5% among 410,000; AID 1259415; activity change, negative = inhibition, % at 57.5 µM; in the data active means activity change below about -60%; inconclusive means no clear call, values can overlap the other calls; inactive means above about -39%
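Screen run at 2 compound doses on HFFs infected with reporter HCMV, MOI 1 PFU/cell. Luciferase activity from cell lysates at 72 h post infection gave inhibition relative to buffer-only and Salinomycin wells.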
* hit, by the source's call; u = inconclusive; [ ] = remark or other dose. Unless noted, on the % scale 0 is the no-effect control and ±100 the full control effect. The list is partial; the hit share may differ from the screen's.

1	COc1ccc(C2c3c(oc4ccccc4c3=O)C(=O)N2Cc2ccncc2)cc1OC (centres undefined)
2	Cc1ccc(/C=C/C(=O)OCC(=O)N(C)c2c(N)n(Cc3ccccc3)c(=O)[nH]c2=O)o1
3	Cc1ccc(OCC(=O)N2CCc3ccccc3C2)cc1C
4	CC1(C(=O)NS(=O)(=O)c2ccc(F)cc2F)CCN1C(=O)c1ccccc1CCc1ccccc1 (centres undefined)
5	CCCCN1C(N)=NC[C@@H]1CC1CCCCC1
6	COC(=O)c1c(-c2ccccc2)oc2c1C(OCCO)CCC2 (centres undefined)
7	CCN(CC)c1nc(NNC(=O)c2ccccc2)nc(N(CC)CC)n1
8	Cc1ccc(C(=O)NCC(=O)OCCCn2c(=O)[nH]c3ccccc32)cc1C

Screen / compound no.	1	2	3	4	5	6	7	8
AMA1-RON2 inh	-4.3%	-4.1%	0.0%	-8.6%	25.9%	-3.8%	15.7%	-13.6%
HCMV inh	21.8	-0.5	-3.9	1.1	-18.4	-4.6	-70.3*	-9.4

9	CC(Oc1ccc(Cl)cc1Cl)C(=O)NC(Cc1ccccc1)C(=O)O (centres undefined)
10	Cc1onc(-c2c(F)cccc2Cl)c1C(=O)Nc1cc2cc([N+](=O)[O-])ccc2oc1=O
11	O=C1c2ccc([N+](=O)[O-])cc2C(=O)N1c1ccc([N+](=O)[O-])cn1
12	CCOC(=O)C1=NNC(C(=O)OCC)C1c1ccccc1 (centres undefined)
13	CCNC(=O)C1CCCN(C(=O)C(c2ccccc2)c2ccccc2)CC1 (centres undefined)
14	Cc1cn([C@H]2C[C@H](O)[C@@H](CCC(=O)NCc3ccc4c(c3)OCO4)O2)c(=O)[nH]c1=O
15	O=C(Nc1ccc(Br)cn1)c1ccc2nccnc2c1
16	COCCCNc1c2c(nc3ccccc13)CCC2

Screen / compound no.	9	10	11	12	13	14	15	16
AMA1-RON2 inh	-7.9%	-13.8%	3.2%	-0.2%	-2.6%	18.0%	-8.1%	19.8%
HCMV inh	-34.2	-16.0	4.3	0.7	-11.4	9.3	33.9	78.5

17	O=C(C=Cc1ccccc1)CC(c1ccccc1)N1CCOCC1 (centres undefined)
18	COc1cc(C=NC2CCCCC2)ccc1O
19	CC1(C)CC(=O)C=C(c2ccc(COC(=O)/C=C/c3ccccc3)cc2)C1=O
20	OCC[C@H]1C[C@@H](O)[C@H](O)[C@]2(CCCO2)O1
21	CN(C(=O)c1ccc(NC(=O)Cc2cccc(NC(=O)C3CCN(C(=O)c4ccccc4)CC3)c2)cc1)C1CC1
22	COc1ccc(-c2csc(C(C)(O)c3ccccc3)n2)cc1OC (centres undefined)
23	COc1ccc(S(=O)(=O)N2CCCC(c3cc(C(=O)NCc4cccnc4)no3)C2)cc1 (centres undefined)
24	Cc1cccc(C)c1-n1nnnc1C(c1ccnc2ccccc12)N(CCN(C)C)Cc1ccccc1 (centres undefined)

Screen / compound no.	17	18	19	20	21	22	23	24
AMA1-RON2 inh	0.1%	-3.4%	-26.9%	-1.1%	-6.8%	-4.5%	-0.4%	9.5%
HCMV inh	-32.8	-23.5	2.9	9.3	-20.6	25.9	-0.6	10.8

In another format: 10 of the compounds above
| item | canonical_smiles | AMA1-RON2 inh | HCMV inh |
| --- | --- | --- | --- |
| 12 | CCOC(=O)C1=NNC(C(=O)OCC)C1c1ccccc1 (centres undefined) | -0.2% | 0.7 |
| 13 | CCNC(=O)C1CCCN(C(=O)C(c2ccccc2)c2ccccc2)CC1 (centres undefined) | -2.6% | -11.4 |
| 14 | Cc1cn([C@H]2C[C@H](O)[C@@H](CCC(=O)NCc3ccc4c(c3)OCO4)O2)c(=O)[nH]c1=O | 18.0% | 9.3 |
| 15 | O=C(Nc1ccc(Br)cn1)c1ccc2nccnc2c1 | -8.1% | 33.9 |
| 16 | COCCCNc1c2c(nc3ccccc13)CCC2 | 19.8% | 78.5 |
| 17 | O=C(C=Cc1ccccc1)CC(c1ccccc1)N1CCOCC1 (centres undefined) | 0.1% | -32.8 |
| 18 | COc1cc(C=NC2CCCCC2)ccc1O | -3.4% | -23.5 |
| 19 | CC1(C)CC(=O)C=C(c2ccc(COC(=O)/C=C/c3ccccc3)cc2)C1=O | -26.9% | 2.9 |
| 20 | OCC[C@H]1C[C@@H](O)[C@H](O)[C@]2(CCCO2)O1 | -1.1% | 9.3 |
| 21 | CN(C(=O)c1ccc(NC(=O)Cc2cccc(NC(=O)C3CCN(C(=O)c4ccccc4)CC3)c2)cc1)C1CC1 | -6.8% | -20.6 |

Continuation:
25	Cc1ccccc1-c1cnc2c(c1)C(=O)N([C@@H](C)CO)C[C@@H](C)[C@H](CN(C)Cc1ccccc1F)O2
26	O=C(N[C@@H]1CC[C@@H](CCNC(=O)C2CCOCC2)O[C@@H]1CO)c1ccncc1
27	COc1ccccc1N1CCN(c2ccc3c(c2)S(=O)(=O)c2cccc(C(=O)NCc4cccc(F)c4)c2C3=O)CC1
28	CN1OC[C@@H]2CN(Cc3ccccc3)[C@H](c3cccc(N4CCOCC4)c3)C[C@@H]21
29	CCS(=O)(=O)N1Cc2cc(C(=O)NCC3CC3)nc(-c3cccc(-c4cccnc4)c3)c2[C@@H]1CCO
30	C=CCNC(=O)c1ccc(-c2nc3ccccc3nc2-c2ccccc2)cc1
31	CCc1c(Nc2ccccc2Cl)nc(N)[nH]c1=O
32	CSCCC(C(=O)Nc1c(C)cccc1C)N(Cc1ccccc1)Cc1ccccc1 (centres undefined)

Screen / compound no.	25	26	27	28	29	30	31	32
AMA1-RON2 inh	-14.6%	-1.9%	8.3%	-13.8%	1.8%	-12.5%	4.8%	-8.3%
HCMV inh	-2.9	11.0	53.2	8.3	-22.0	29.6	147.8	-27.0

33	COc1ccc(CN2C(=O)C(CC(=O)NCc3cccs3)CC(C(=O)N3CCOCC3)=C2C)cc1 (centres undefined)
34	CC(=O)Nc1ccc(C(=O)NNC(=O)c2csc(N3CCOCC3)n2)cc1
35	C/C(=N\Nc1cc(-c2ccccc2)nc(-c2ccc(Br)cc2)n1)c1cccc(N)c1
36	CC(C)(C(=O)c1ccccc1)/[N+]([O-])=C/c1ccc(F)cc1
37	CC(=O)OC[C@@H]1CN(Cc2cccc(C(F)(F)F)c2)C[C@H](n2cnc3c(N4CCOCC4)ncnc32)O1
38	NC(Cc1ccc(C(F)(F)F)cc1)c1csc(Nc2nncc3ccccc23)n1 (centres undefined)
39	Clc1cccc(Cc2c(-c3cccc(Cl)c3)nc3ccc(Br)cn23)c1
40	NC(=O)C1CCN(C(=O)C2CCC(=O)N(Cc3ccc(Cl)cc3)C2)CC1 (centres undefined)

Screen / compound no.	33	34	35	36	37	38	39	40
AMA1-RON2 inh	-1.8%	162.7%[activator]	-15.5%	-8.2%	-3.5%	119.7%[activator]	0.4%	3.2%
HCMV inh	-6.1	-13.3	18.8	15.1	50.6	-103.8*	-1.7	51.3

41	Cc1ccc(-c2nc3ccc(C)cn3c2Cc2cccc(F)c2)cc1
42	Cn1c(=O)c2nc(-c3ccccc3)c(-c3ccccc3)nc2n(C)c1=O
43	CC(C)C1Cc2[nH][nH]c(=O)c2C(C2CC2)O1 (centres undefined)
44	CC(=NO)c1ccc2c(c1)C(=NO)c1ccccc1-2
45	CC(=O)Nc1ccc(-c2ccnc3c2CC(C(=O)Nc2ccc(C(C)C)cc2)O3)cc1 (centres undefined)
46	Cc1ccc(Cn2cc(CN3CC(N4CCN(C5CCN(C)CC5)CC4)CS3(=O)=O)nn2)cc1 (centres undefined)
47	CN(C)CCOC1c2ccccc2CSc2ccccc21 (centres undefined)
48	COc1ccc(/C=C/C(=O)OCC(=O)N2c3ccccc3CC2C)cc1 (centres undefined)

Screen / compound no.	41	42	43	44	45	46	47	48
AMA1-RON2 inh	-10.3%	9.3%	47.1%[activator]	-1.7%	-4.4%	3.7%	-18.3%	-7.8%
HCMV inh	125.8	4.0	22.7	28.0	-25.7	-24.9	23.3	-1.5

49	CCNc1ccc(S(=O)(=O)N2CCOCC2)cc1NCC(=O)Nc1cccc(Br)c1
50	O=S(=O)(Cc1ccccc1)NC1c2ccccc2Oc2ccccc21
51	Cc1ccc(NC(=O)c2cccc(S(=O)(=O)Nc3c(C)n(C)n(-c4ccccc4)c3=O)c2)cc1C
52	COc1cccc(-c2cnc(C(O)c3c(C)cccc3C)[nH]2)c1 (centres undefined)
53	O=C(Nc1cc(C(F)(F)F)ccc1N1CCCCC1)C1=COCCO1
54	COc1ccc(F)cc1-c1cc(C(=O)Nc2cccnc2)[nH]n1
55	Cc1cc(C(=O)N2CCN(c3ncccn3)CC2)sc1-c1ccccc1
56	COc1ccc([N+](=O)[O-])cc1C(=O)NC1CCN(Cc2ccccc2)CC1

Screen / compound no.	49	50	51	52	53	54	55	56
AMA1-RON2 inh	-20.6%	4.5%	-6.0%	-1.5%	7.6%	-0.5%	3.8%	4.2%
HCMV inh	-32.7	u	11.0	-14.1	-17.2	44.0	-34.1	-17.6

57	O=c1[nH]c2ccccc2n1C1CCN(C(c2cccs2)c2nnnn2-c2ccc3c(c2)OCCO3)CC1 (centres undefined)
58	CC(C)(C)Cc1c(-c2ccc(C#N)cc2)nc2c(Cl)cc(C(F)(F)F)cn12
59	CC1(C)NC(=O)N(CC(=O)Nc2ccc(-c3ccccc3)cc2)C1=O
60	COCCN(C(=O)COC(=O)c1c(C)nn(-c2ccccc2)c1C)c1c(N)n(Cc2ccccc2)c(=O)[nH]c1=O
61	Cc1ccccc1C(=O)N1CCC2CC1c1cc(Cl)ccc12 (centres undefined)
62	C[C@@H]1Cn2cnc(C(=O)Nc3ccccc3)c2C(=O)N1
63	O=C(c1ccccc1)N(c1ccccc1)c1ccccc1O
64	NCc1csc(Nc2cc(Oc3ccccc3)ncn2)n1

Screen / compound no.	57	58	59	60	61	62	63	64
AMA1-RON2 inh	-20.5%	5.0%	-0.9%	-1.4%	-10.9%	77.4%[activator]	1.6%	68.9%[activator]
HCMV inh	-80.0*	-83.2*	-11.2	17.8	1.8	-28.0	u	59.9

65	COc1ccc(-n2c(-c3ccc(Cl)cc3)n[nH]c2=S)c(OC)c1
66	O=C(COC(=O)c1ccc(O)cc1O)NC(=O)Cc1ccccc1
67	C[C@H]1CN([C@@H](C)CO)C(=O)c2cc(Br)cnc2O[C@@H]1CN(C)S(C)(=O)=O
68	C[C@H]1CN([C@@H](C)CO)C(=O)CCCn2nncc2CO[C@H]1CN(C)C(=O)c1cc(-c2ccccc2)on1
69	Cc1cc(C)cc(Cn2c3ccc(NC(=O)NCc4ccc(F)cc4)cc3c(=O)n2C)c1
70	CC(C)c1ccc(CC(=O)N2CCC2(C)C(=O)Nc2cnc3ccccc3c2)cc1 (centres undefined)
71	CS(=O)(=O)c1ccc(C2=C(CNC(=O)c3ccncc3)[C@H]3CC[C@@H](C2)N3Cc2ccco2)cc1
72	NS(=O)(=O)c1ccc(NCc2cnc3ccccc3c2)cc1

Screen / compound no.	65	66	67	68	69	70	71	72
AMA1-RON2 inh	126.7%[activator]	4.8%	8.8%	-7.5%	6.0%	-9.3%	-2.5%	-15.4%
HCMV inh	1.7	-1.4	7.3	3.3	4.9	u	16.2	-17.7

73	O=C1NC[C@H](CCCCN2C[C@H](Cc3ccc(O)cc3)N(CCc3ccccc3)C(=O)C2=O)N(CC2CCCCC2)C1=O
74	O=S(=O)(Nc1cccnc1)c1cccnc1
75	CCc1ccccc1Oc1nc2cc(-c3cccc(OC)c3)sc2c(=O)n1C
76	CC(=O)Nc1cc(-c2cccc(CO)c2)cn2c(-c3cccc(C(F)(F)F)c3)cnc12
77	CCN(Cc1cnn(C)c1)C(=O)c1ccc2nc(Cc3ccccc3F)oc2c1
78	CCc1nc2c(OCc3ccc(F)c(F)c3)cccn2c1N(C)C(=O)CC(C)C
79	O=C(CC[C@H]1O[C@@H](n2cnc3c(NC(=O)c4ccccc4)ncnc32)[C@H](O)[C@@H]1O)NCCCN1CCCC1=O
80	O=C(/C=C/c1ccc(Br)cc1)N1CCN(Cc2ccccc2)CC1
81	CCCCn1c(N)c(N(CC(C)C)C(=O)c2ccc(OC)c(S(=O)(=O)N3CCOCC3)c2)c(=O)[nH]c1=O
82	Cc1ccc(C2C(C(=O)c3cc4ccccc4o3)=C(O)C(=O)N2CCN(C)C)o1 (centres undefined)
83	CC1CC(=O)Nc2ccccc2N1 (centres undefined)

Screen / compound no.	73	74	75	76	77	78	79	80	81	82	83
AMA1-RON2 inh	41.9%[activator]	22.3%	-2.0%	5.6%	-3.4%	-8.5%	-1.1%	-4.6%	6.8%[11.6 µM]	39.7%[activator]	0.0%
HCMV inh	0.4	18.4	-10.7	71.5	-19.0	-19.2	8.6	-1.9	0.3	-33.7	-5.4
